# Bioassay records (PubChem BioAssay)
# HEK293 NOD2/NF-kB – inhibition of NOD2-driven NF-kB reporter – cell-based, luminescence, uHTS, HEK293 (AID 1566) | HEK293 NOD2/NF-kB luciferase reporter, luminescence; higher % means a stronger effect | inhibition, % at 4 µM; hits with a dose series show EC50 in µM | hit rate 0.63% among 290,000; also: many of its hits are not listed in these tables
# XIAP displacement – XIAP antagonists, biochemical, IAP family, fluorescence polarization (AID 1018); XIAP BIR domain, fluorescence polarization peptide displacement; higher % means a stronger effect; hit rate 0.007% among 200,000; one-dose displacement, % at 20 µM; IC50 in µM for titrated hits; in the data active = displacement above about 50%; also: a part of the inactive calls stands beside numbers as strong as those of hits
# Hep lipid drop – modulators of hepatic lipid droplet formation; AML12 mouse hepatocytes, oleate lipid droplets, BODIPY imaging; inhibition, % at 6.5 µM; hit rate 0.4% among 240,000; AID 1656;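 active = lipid droplet intensity inhibited by at least 50%, with more than 500 cells counted; inconclusive = wells with under 300 cells, treated as cytotoxic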
#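 Assay system: AML12 mouse liver cells | Compound: 6.5 µM single-point dosing | Schedule: Overnight exposure | Technique: Fluorescence imaging, 20x objective, two fields per well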
# HIV peptide binding – inhibitors of HIV fusion peptide binding, primary screen, biochemical, uHTS, fluorescence dequenching (AID 1986); cell-free peptide binding, fluorescence dequenching, 30 min; higher % means a stronger effect; inhibition, % at 20 µM; hits with a dose series show IC50 in µM; hit rate 0.3% among 290,000; in the data active = inhibition mostly above about 52%, no sharp cut-off; inactive = mostly below about 76%; also: some results filed as inactive read as strong as hits
# SIAH1 antagonists – Siah-1 peptide-binding antagonists, primary screen, biochemical, fluorescence polarization, rhodamine-plectin, uHTS (AID 1817); hit rate 0.02% among 290,000; displacement, % at 20 µM; hits with a dose series show IC50 in µM; Siah-1 / rhodamine-plectin peptide fluorescence polarization; higher % means a stronger effect;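 active = displacement of at least 50% at 20 µM, with a fluorescence ratio check between 0.3 and a set limit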;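 also: plate controls were Siah plus tracer with DMSO for no effect and tracer alone without Siah for full effect; strong numbers were not always called active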
# Myeloid diff 2 – promotes myeloid progenitor differentiation. ER-HoxA9 myeloid progenitors, lysozyme-GFP differentiation, flow cytometry. calls only at 10 µM. hit rate 1% among 360,000. AID 624256;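 active = normalized GFP-positive differentiation at or above the plate's own cutoff, the solvent-only control mean plus 3 SD; inconclusive = no clear call, values can overlap the other calls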;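 also: cells exposed to compound for four days before flow analysis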
# NS5 inhibitors – Dengue-2 NS5 methyltransferase inhibitors, primary screen, biochemical, confirmation dose response (AID 588689); Dengue-2 NS5 methyltransferase capping enzyme assay, biochemical; higher % means a stronger effect; inhibition, % at 25 µM; hits with a dose series show IC50 in µM; hit rate 0.3% among 340,000; in the data active = a potency from the dose series; inconclusive = inhibition above about 29% without an active follow-up result
# AID2073 – inhibitors of Mint1-CaV2.2 protein interaction, biochemical, HTRF (AID 2073) | hit rate 0.19% among 290,000 | HTRF protein-protein interaction, Mint1-CaV2.2; higher % means a stronger effect | inhibition, % at 20 µM, or IC50 in µM where a hit was titrated; in the data active = inhibition mostly above about 51%, no sharp cut-off; inconclusive = no clear call, values can overlap the other calls; inactive = mostly below about 53%; also: some results filed as inactive read as strong as hits
# LYP phosphatase – inhibitors of LYP phosphatase, biochemical, fluorescence intensity, uHTS (AID 1779) | recombinant LYP phosphatase, fluorescence intensity; higher % means a stronger effect | one-dose inhibition, % at 11.5 µM; IC50 in µM for titrated hits | hit rate 0.054% among 290,000;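 also: plate controls were vehicle with enzyme for no effect and no enzyme for full effect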
# Hep lipid drop cells 6.5 µM – also measured in Hep lipid drop; calls as there; cell count; measured here: cell count, cytotoxicity flag;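 cells counted across two imaged fields per well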
# NS5 inhibitors pilot replicate – recorded beside NS5 inhibitors, whose call it bears; inhibition, %; measured here: pilot screen replicate inhibition
# Myeloid diff 2 GFP+ MAC1+ % – second read-out of Myeloid diff 2, no call of its own (marks repeat the call); GFP+ MAC1+ double positive, %; measured here: differentiation confirmed by MAC1 staining
# * = called active by the depositor; i = inactive; ? = inconclusive; / = not tested or not shown; + = active, no number. Rule as the data show it, unless noted: active = inhibition above about 50%; inactive = the rest. These rows are one share of the data; rates above refer to the full screens.
SMILES,HEK293 NOD2/NF-kB,XIAP displacement,Hep lipid drop,Hep lipid drop cells 6.5 µM,HIV peptide binding,SIAH1 antagonists,Myeloid diff 2,Myeloid diff 2 GFP+ MAC1+ %,NS5 inhibitors,AID2073,LYP phosphatase,others
N#Cc1ccccc1S(=O)(=O)N1CCN(CC(O)COc2ccccc2F)CC1 (configuration not stated),-5%,/,-13,844,-0.5%,3%,i,0.3,6%,-2%,-2%,
O=C(C1=C(O)C(=O)N(CC2CCCO2)C1c1ccc(Cl)cc1Cl)c1ccco1 (configuration not stated),4%,/,-6,773,-0.7%,6%,i,0.9,1%,11%,-3%,
CC(=O)Oc1ccc(-c2nc(-c3cccnc3)no2)cc1,-44%,-1.0%,-5,718,-1.3%,2%,i,0.8,8%,-5%,-2%,
Cn1c(N)c(C(=O)COC(=O)/C=C/c2ccc(S(=O)(=O)N3CCOCC3)cc2)c(=O)n(C)c1=O,-4%,/,0,786,-1.4%,-2%,i,0.7,1%,33%,-7%,
Cc1ccc2c(C)c(C(=O)NCCN3CCOC3=O)oc2c1C,-2%,/,0,833,-0.9%,-5%,i,2.7,-2%,6%,-11%,
CC(=O)N/C(=C\c1ccc(C)cc1)C(=O)O,-2%,1.8%,5,748,-0.9%,-3%,i,0.4,-6%,5%,-5%,
CCOCc1nnc(NC(=O)c2cc(C(=O)OC)cc([N+](=O)[O-])c2)s1,20%,-2.9%,2,701,0.1%,3%,i,0.3,-6%,-10%,-4%,
CCOC(=O)CCNC(=O)CNC(=O)OCc1ccccc1,-3%,-1.5%,-36,703,-1.1%,6%,i,1.2,0%,-8%,-1%,
CCCN1C2CCCC1CC(NC(=O)c1cccc([N+](=O)[O-])c1)C2 (configuration not stated),0%,/,-2,857,-0.6%,0%,i,1.6,-5%,8%,-6%,
CS(=O)(=O)N1CCC(C(=O)NCc2ccco2)CC1,2%,-12%,-5,732,-0.5%,2%,i,7.0,-3%,-5%,-6%,
O=[N+]([O-])c1ccc(Oc2ccc(S(=O)(=O)N3CCCCC3)cc2)cc1,-2%,-26%,-2,625,0.4%,6%,i,0.2,0%,0%,-7%,
COC(=O)C1=C(C)Nc2nnnn2C1c1ccccc1Cl (configuration not stated),2%,-5.9%,-1,734,3.4%,5%,i,1.3,-1%,12%,-3%,
CCN(CC(=O)NCc1ccc(F)cc1)C(=O)c1oc2ccccc2c1C,-17%,/,-20,755,-2.9%,-3%,i,0.5,-1%,2%,-11%,
COC(=O)Nc1nnc(-c2ccccc2OC)s1,-28%,/,-3,678,-0.4%,8%,i,0.2,-2%,13%,-8%,
CC1CCN(c2ccccc2NC(=S)NC(=O)c2cccs2)CC1,-35%,-7.7%,/,/,1.1%,0%,i,0.9,11%,-3%,2%,
COc1ccc(CCNC(=O)c2cc(Cl)nc3ccccc23)cc1,4%,/,-9,666,-1.7%,-3%,i,2.1,-8%,8%,0%,
CCCOc1ccc(-c2nc(SCc3ccccc3)[nH]c(=O)c2C#N)cc1OC,31%,/,-2,834,62%,6%,i,0.1,-5%,20%,8%,
O=C(COc1ccc(Br)cc1)NCCNC(=O)c1ccccn1,0%,/,1,832,-0.4%,1%,i,1.1,3%,3%,-9%,
COc1ccc([C@@H]2[C@@H]3C(=O)N(C(C)(C)C)C(=O)[C@@H]3[C@]3(C)C(=O)N(c4ccccc4)C(=O)N23)cc1,12%,/,3,805,0.1%,2%,+,4.7*,-4%,3%,-16%,
Cc1ccccc1OCc1nnc(SCC(=O)Nc2ccc3nc(SCC(=O)Nc4ccccc4)sc3c2)n1C,10%,-2.7%,2,765,-0.9%,-3%,i,0.3,1%,14%,0%,
CN(C)c1nc(NN)nc(Nc2ccc(F)cc2)n1,7%,/,-18,863,-2.3%,-6%,i,1.2,2%,12%,-7%,
Cc1ccc(CNC(=O)CCS(=O)(=O)c2ccc3nc(C)sc3c2)cc1,22%,/,-19,744,-0.4%,5%,i,2.6,0%,0%,-12%,
COCCN(CCOC)Cc1c(O)ccc2c1O/C(=C\c1ccc(C)o1)C2=O,-6%,/,/,/,27%,-2%,i,0.2,?,74%,-6%,
CCCCNC(=O)Nc1cc(C(F)(F)F)c[nH]c1=O,8%,-10%,1,784,-2.5%,-6%,i,0.3,-1%,-10%,-2%,NS5 inhibitors pilot replicate=1.5
CN1/C(=C\P(=O)(N(C)C)N(C)C)C(C)(C)c2ccccc21,19%,-16%,/,/,6.1%,6%,+,4.7*,3%,-10%,-9%,
CC(=O)N(/C=C1\SC(=S)N(c2ccccc2)C1=O)c1ccccc1,9%,/,-6,737,0.6%,10%,i,0.6,-6%,-7%,-6%,
CCOc1ccccc1N1CCN(S(=O)(=O)c2cc(C)ccc2OC)CC1,9%,-6.4%,-16,648,-0.2%,-6%,i,0.3,-1%,3%,-4%,
CC(=O)c1cccc(NC(=O)c2cccc(S(=O)(=O)N(C)C)c2)c1,4%,-1.7%,-7,771,-0.9%,0%,i,0.5,-5%,-3%,-1%,
Cc1ccc(NC(=S)NNC(=O)c2c(Cl)c(C)nn2C)cc1,13%,-1.0%,-8,677,-1.2%,5%,i,0.4,-5%,-17%,-5%,
COC(=O)CSCc1nc2ccccc2[nH]c1=O,16%,-3.3%,-104,733,2.8%,-3%,i,2.0,-10%,-6%,-12%,
CCOC(=O)c1sc(N(Cc2ccccc2)C(=O)COC(=O)c2cnccn2)nc1C,-5%,-5.2%,-1,716,0.9%,7%,i,0.2,-4%,10%,4%,
CN(CCOC(=O)c1ccc2c(c1)OCO2)C(C)(C)C,-17%,0.6%,2,696,1.1%,2%,i,0.6,-27%,0%,1%,
CC(C)CN(CC(C)C)C(=O)CN1C(=O)NC2(CCCc3ccccc32)C1=O (configuration not stated),11%,/,-14,738,0.6%,7%,i,0.4,3%,9%,-7%,
O=c1[nH]c(=O)c2nc(-c3ccc(Cl)cc3)cnc2[nH]1,-20%,0.3%,10,654,1.0%,0%,i,0.2,-6%,46%,-12%,
O=C1CCCc2c1nc(-c1cccc(Cl)c1)n2O,-14%,-4.7%,7,792,-0.7%,-5%,i,0.5,1%,31%,-4%,
CCN1CCN(CCC(=O)Nc2ccc(Br)c(C)c2)CC1,8%,/,8,801,3.4%,-5%,i,1.5,5%,5%,-8%,
CCc1nnc(N/N=C/c2cccs2)n1N,-3%,-8.3%,31,731,3.3%,25%,i,0.7,2%,-22%,-1%,
Brc1nc(Br)n(Cc2ccccc2)n1,7%,7.9%,-22,641,0.5%,4%,i,0.1,1%,8%,-6%,
COCc1cc(C)nc2sc(C(=O)N3CCCC3)c(N)c12,9%,1.7%,0,717,1.4%,1%,i,5.9,-6%,-27%,-3%,
COc1cccc(NC(=O)COc2ncnc3sc(C)c(C)c23)c1,-3%,-6.1%,9,759,0.3%,0%,i,1.0,3%,1%,-6%,
Cc1ccc2nc(NC(=O)CS(=O)(=O)Cc3ccccc3)sc2c1,-30%,/,24,682,-1.2%,-6%,i,0.3,7%,18%,0%,
COc1ccc(CN(CC(=O)NCc2ccc(F)cc2)C(=O)CCC(=O)Nc2nccs2)cc1,1%,/,-15,779,1.3%,8%,i,1.0,2%,0%,1%,
Cn1cc(/C=N\O)nc2c(=O)n(-c3ccccc3)c(=O)nc1-2,23%,-5.4%,-1,695,5.5%,8%,i,0.5,28%,9%,-7%,
Cc1ccc2c(c1)N=C(c1ccc(F)cc1)CO2,-54%,-4.4%,/,/,5.1%,-4%,i,1.0,1%,-5%,-4%,
Cc1nonc1C(=O)N/N=C/c1cccc(O)c1,3%,-4.0%,3,663,-2.1%,-5%,i,2.3,5%,-3%,3%,
CCCS(=O)(=O)N1CCn2c(nc3ccccc32)C1,-3%,-4.9%,/,/,0.0%,-3%,i,2.8,-1%,-6%,-5%,
COc1ccc(NC(=O)c2cccc3c2C(=O)N(C2CCCCC2)C3)cc1,12%,/,23,729,0.2%,-1%,i,0.8,1%,14%,-4%,
O=C(Cc1cccs1)Nc1ccccc1F,9%,/,10,422,-1.0%,2%,i,0.9,-3%,8%,-8%,

# 13 consecutive records from above, for reference:
SMILES,HEK293 NOD2/NF-kB,XIAP displacement,Hep lipid drop,Hep lipid drop cells 6.5 µM,HIV peptide binding,SIAH1 antagonists,Myeloid diff 2,Myeloid diff 2 GFP+ MAC1+ %,NS5 inhibitors,AID2073,LYP phosphatase,others
CC(C)CN(CC(C)C)C(=O)CN1C(=O)NC2(CCCc3ccccc32)C1=O (configuration not stated),11%,/,-14,738,0.6%,7%,i,0.4,3%,9%,-7%,
O=c1[nH]c(=O)c2nc(-c3ccc(Cl)cc3)cnc2[nH]1,-20%,0.3%,10,654,1.0%,0%,i,0.2,-6%,46%,-12%,
O=C1CCCc2c1nc(-c1cccc(Cl)c1)n2O,-14%,-4.7%,7,792,-0.7%,-5%,i,0.5,1%,31%,-4%,
CCN1CCN(CCC(=O)Nc2ccc(Br)c(C)c2)CC1,8%,/,8,801,3.4%,-5%,i,1.5,5%,5%,-8%,
CCc1nnc(N/N=C/c2cccs2)n1N,-3%,-8.3%,31,731,3.3%,25%,i,0.7,2%,-22%,-1%,
Brc1nc(Br)n(Cc2ccccc2)n1,7%,7.9%,-22,641,0.5%,4%,i,0.1,1%,8%,-6%,
COCc1cc(C)nc2sc(C(=O)N3CCCC3)c(N)c12,9%,1.7%,0,717,1.4%,1%,i,5.9,-6%,-27%,-3%,
COc1cccc(NC(=O)COc2ncnc3sc(C)c(C)c23)c1,-3%,-6.1%,9,759,0.3%,0%,i,1.0,3%,1%,-6%,
Cc1ccc2nc(NC(=O)CS(=O)(=O)Cc3ccccc3)sc2c1,-30%,/,24,682,-1.2%,-6%,i,0.3,7%,18%,0%,
COc1ccc(CN(CC(=O)NCc2ccc(F)cc2)C(=O)CCC(=O)Nc2nccs2)cc1,1%,/,-15,779,1.3%,8%,i,1.0,2%,0%,1%,
Cn1cc(/C=N\O)nc2c(=O)n(-c3ccccc3)c(=O)nc1-2,23%,-5.4%,-1,695,5.5%,8%,i,0.5,28%,9%,-7%,
Cc1ccc2c(c1)N=C(c1ccc(F)cc1)CO2,-54%,-4.4%,/,/,5.1%,-4%,i,1.0,1%,-5%,-4%,
Cc1nonc1C(=O)N/N=C/c1cccc(O)c1,3%,-4.0%,3,663,-2.1%,-5%,i,2.3,5%,-3%,3%,
